High-throughput results: PubChem, The Scripps Research Institute Molecular Screening Center
FBW7 activator = human FBW7 E3 ligase activation, primary screen. Q969H0. AlphaScreen FBW7–phospho-cyclin E peptide binding, activator screen. normalized activity (activation), % at 26.1 µM. 650,000 compounds, 0.13% hits. AID 1259310; in the data active means normalized activity above about 1.9%;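 further: purified mutant Fbw7 with reduced substrate affinity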
Target sequence (Q969H0 whole entry, looked up): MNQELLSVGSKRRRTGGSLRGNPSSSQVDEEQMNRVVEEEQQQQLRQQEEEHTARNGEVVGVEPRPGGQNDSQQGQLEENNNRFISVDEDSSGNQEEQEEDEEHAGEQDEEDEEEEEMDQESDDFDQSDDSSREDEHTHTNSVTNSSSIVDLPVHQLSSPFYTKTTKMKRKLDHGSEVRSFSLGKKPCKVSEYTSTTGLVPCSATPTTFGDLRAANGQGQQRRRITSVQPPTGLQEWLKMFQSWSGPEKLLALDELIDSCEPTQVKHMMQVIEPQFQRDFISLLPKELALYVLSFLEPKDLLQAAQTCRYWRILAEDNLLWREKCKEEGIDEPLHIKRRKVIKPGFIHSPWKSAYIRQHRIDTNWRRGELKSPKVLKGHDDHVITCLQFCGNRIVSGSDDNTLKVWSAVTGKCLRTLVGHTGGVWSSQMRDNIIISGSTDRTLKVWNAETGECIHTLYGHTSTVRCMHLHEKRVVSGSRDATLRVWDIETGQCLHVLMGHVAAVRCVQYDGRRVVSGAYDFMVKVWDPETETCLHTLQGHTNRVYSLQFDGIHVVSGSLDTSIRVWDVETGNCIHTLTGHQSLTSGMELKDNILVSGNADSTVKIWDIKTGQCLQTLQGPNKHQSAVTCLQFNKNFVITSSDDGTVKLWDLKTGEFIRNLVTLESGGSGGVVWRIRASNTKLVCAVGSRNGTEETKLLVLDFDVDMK
MITF inh = inhibitors of human MITF. inhibition, % at 2.6 µM. AlphaScreen MITF homodimerization, bead proximity signal. 650,000 compounds, 0.91% hits. O75030; in the data active means inhibition above about 50%;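 further: 0% = vehicle wells with protein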
TEAD-YAP block = TEAD-YAP interaction inhibition; inhibition, % at 9.12 µM; HEK-TIYL cells, TEAD-Gal4/YAP UAS-luciferase luminescence; 640,000 compounds, 1.4% hits; in the data active means inhibition above about 32%;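 further: 0% = median of test compound wells and 100% = reference inhibitor wells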
GPR151 activ = activators of human GPR151; Q8TDV0; PathHunter beta-arrestin GPR151 cells, luminescence; activation, % at 11.2 µM; 650,000 compounds, 1% hits; AID 1508602; in the data active means activation above about 4.9%;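 further: 0% = median of compound wells and 100% = cells with positive control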
Numbers without * were called inactive. Outcome played no part in choosing rows, and some 3.4% of all compounds hit somewhere here.

structure | MITF inh | TEAD-YAP block | FBW7 activator | GPR151 activ
COc1cccc(/C=C/C(=O)NCC(=O)O)c1 | -5 | 1 | -0.1 | -0.1
Cc1ccc(N2C(=O)c3ccc(C(=O)c4ccccc4)cc3C2=O)cc1 | -13 | 6 | 0.0 | -0.2
O=C(Nc1nnc2n1CCCS2)c1cccc(Br)c1 | 4 | 5 | -0.1 | 0.1
O=S(=O)(NC(c1ccccc1)c1ccccc1)c1cccc2nsnc12 | 10 | 3 | -0.1 | -0.8
CC1(C)CC(=O)C2=C(C1)N(c1cc(Cl)cc(Cl)c1)C(=O)CC2c1cccnc1 (stereo not drawn) | 2 | 4 | 0.0 | 0.3
C#CCOC(=O)CCC(=O)NCCc1ccccc1 | 5 | -2 | 0.3 | 0.7
COc1ccc(C(C)NC(=O)c2ccc(F)cc2)cc1OC (stereo not drawn) | 18 | 7 | 0.0 | -0.6
Cc1[nH][nH]c(=O)c1C1=NCCCCC1 | -6 | 1 | 0.0 | 1.5
Cc1nc2ccccn2c1C(=O)Nc1ccccc1Oc1ccccc1 | 7 | 1 | -0.3 | 0.7
Nc1nonc1-n1nnc(CNC2CCCCC2)c1CNC1CCCCC1 | -1 | -4 | -0.1 | 0.6
O=C(CC1C(=O)NCCN1CC(c1ccccc1)c1ccccc1)NCc1ccccc1 (stereo not drawn) | 4 | 11 | 0.1 | 0.7
COc1ccc(C(=O)O)cc1S(=O)(=O)Nc1ccccc1Cl | 12 | -5 | 0.6 | -1.4
O=C(Nc1ccccc1)C1CC(=O)N(Cc2ccc3c(c2)OCO3)C(=Nc2ccc(F)cc2)S1 (stereo not drawn) | -11 | -4 | 0.0 | -0.2
CC(=O)C1=C(O)C(=O)N(CCNCCO)C1c1ccccc1 (stereo not drawn) | 6 | 6 | 0.0 | 0.1
CCOC(=O)c1ccc2c(c1)C1C=CCC1C(c1ccccc1)N2 (stereo not drawn) | 0 | -3 | 0.4 | 4.0
CCOP(=O)(CN(Cc1ccco1)C(=S)Nc1c(C)cccc1CC)OCC | 8 | -3 | 0.1 | -0.4
O=c1c2ccccc2ncn1CCOc1ccccc1[N+](=O)[O-] | 6 | -52 | -0.1 | -1.8
COc1ccc(-n2c(-c3ccccc3)cc3c2CC(C)(C)CC3=O)cc1 | 12 | 7 | 0.6 | 1.5
CCc1ccc(-c2cn3nc(N4CCC(C(=O)O)CC4)sc3n2)cc1 | 6 | -11 | 0.0 | 4.6
COCC(C)NS(=O)(=O)c1ccc(Cl)c([N+](=O)[O-])c1 (stereo not drawn) | 6 | 9 | 0.2 | 1.9
CCc1ccc(OCCOCC(O)CNC(C)CC)cc1 (stereo not drawn) | 23 | 5 | 0.2 | -0.4
COc1ccccc1CNS(=O)(=O)c1ccc(F)c(C(=O)Nc2ccccc2Br)c1 | 11 | -5 | 0.0 | 0.4
CC(=O)C1=C(C)NC(SCc2cccc([N+](=O)[O-])c2)=C(C#N)C1CC(C)C (stereo not drawn) | -15 | -8 | -0.1 | 0.0
ON1C(c2ccccc2)CC2(O)c3nonc3CCC12 (stereo not drawn) | 18 | 2 | 0.7 | -0.4
CCOC(=O)c1c(NC(=O)c2ccc(C)cc2)sc2c1CCCCC2 | -20 | 2 | -0.1 | 2.0
Cc1cccc(-n2c(SCC(N)=O)nnc2-c2ccccc2)c1 | 3 | -7 | -0.1 | -0.6
O=C(O)Cc1cn(-c2ccccc2)nc1-c1cccs1 | -4 | -17 | 0.0 | 4.3
COc1ccc(CCN(C(=O)c2ccc(Cl)cc2)C2CC(=O)N(c3ccccc3)C2=O)cc1OC (stereo not drawn) | 2 | 6 | 0.1 | 0.0
NC(=O)CSc1nnc(NC(=O)c2ccc3c(c2)OCO3)s1 | -6 | -24 | -0.2 | -3.2
Fc1ccc(-c2csc(N3CCOCC3)n2)cc1 | 18 | -31 | 0.0 | 0.1
O=C(NCCCN1CCCCCC1)c1cnc(N2CCN(c3ncccn3)CC2)c2ccccc12 | -12 | 8 | -0.4 | 0.4
O=C(CCC1(Cc2ccccc2)CCC(=O)N1)NCC1COc2ccccc2O1 (stereo not drawn) | -7 | -30 | 0.0 | -0.1
COc1cccc(CNC(=O)CSCc2ccccc2Cl)c1 | 15 | 3 | 0.4 | -1.2
CCCCSC1=C(C#N)C(=O)NC(c2ccc(O)c(OC)c2)S1 (stereo not drawn) | 19 | 4 | 0.9 | 1.9
Cc1nnc(NC(=O)CSc2nnc(CNC(=O)c3ccccc3C(F)(F)F)n2-c2ccc([N+](=O)[O-])cc2)s1 | 12 | 8 | 0.1 | 0.6
Cn1c(=O)c2c(ncn2CC(=O)NCc2ccc(S(N)(=O)=O)cc2)n(C)c1=O | -7 | -5 | -0.6 | 0.6
CCCn1nnnc1SCC(=O)c1ccccc1 | 10 | -32 | 0.0 | 0.2
COCc1nc2ccccc2n1CCCOc1cccc(C)c1 | 0 | -8 | -0.2 | 1.1
CCCCCCN=Cc1c(O)n(Cc2ccccc2)c(=O)[nH]c1=O | 5 | -1 | 0.1 | 0.0
O=C1N=C(N2CCN(Cc3ccccc3)CC2)S/C1=C\c1cccc(O)c1 | 8 | 5 | 0.6 | -0.5
CC(C)C(C(=O)NCCc1ccc(Cl)cc1)N1Cc2ccccc2C1=O (stereo not drawn) | 9 | 7 | 0.8 | -0.4
CCC(Sc1nc2ccccc2c2nc(-c3ccccc3)nn12)C(=O)NCCCOC (stereo not drawn) | 3 | -2 | 0.7 | -0.6
CCC(=O)Nc1ccc(C(=O)Nc2nnc(C)s2)cc1 | 14 | -4 | 0.2 | -1.7
CCOC(=O)c1csc(NC(=O)c2ccc3ccccc3c2)n1 | 15 | -18 | 0.1 | 0.6
Fc1ccc(-n2ncc3c(NCCCn4ccnc4)ncnc32)cc1 | -3 | -31 | -0.5 | -0.2
COc1ccc(/C=N/NC(=O)COc2ccc(Cl)cc2C)c(O)c1 | -9 | -13 | -0.2 | 0.9
O=C(Nc1ccc2c(c1)CN(Cc1ccccc1O)CC2)C1CCCO1 (stereo not drawn) | 2 | 10 | 0.3 | 0.7
Cc1ccccc1N1C(=S)SC2CS(=O)(=O)CC21C (stereo not drawn) | 17 | 1 | 0.3 | -0.9
COc1ccccc1N1CCN(C(=O)CSc2ccsc2[N+](=O)[O-])CC1 | 16 | 0 | 0.2 | -0.1
O=c1oc2ccc(Br)cc2cc1-c1nc(-c2ccccc2F)c2cc(Br)ccc2n1 | -3 | -2 | -0.1 | 1.0
O=C(CN1C(=O)[C@H]2CCCN2C(=O)c2ccccc21)NCc1cccc(F)c1 | -5 | 7 | -0.1 | 0.7
CN(C1CCCCC1)S(=O)(=O)c1ccc(NC(=O)c2ccco2)cc1 | 6 | -3 | 0.0 | 0.7
COc1ccc(Cl)cc1NC(=O)Cn1cc(C=O)c2ccccc21 | -9 | 7 | 0.0 | -0.6
CC(C)NC(=O)/C(=C\c1ccccc1)NC(=O)c1ccccc1 | 0 | 5 | 0.0 | 0.7
COc1ccc(Cl)cc1Nc1ncnc2sc(C)cc12 | 8 | 8 | -0.1 | 1.8
CC1(C)CC(=O)c2sc(NC(=O)/C=C\c3ccco3)nc2C1 | 19 | -24 | 0.7 | -2.1

(continued)
structure | MITF inh | TEAD-YAP block | FBW7 activator | GPR151 activ
O=C(O)CCC(=O)N/N=C/c1ccccc1 | 22 | 1 | 0.3 | -0.5
CCCCCCCC1=NN2C(=N)/C(=C/c3cc(OC)ccc3OC)C(=O)N=C2S1 | -4 | 5 | -0.1 | -1.1
CSc1nnc(C)c(=O)n1COC(=O)c1ccc(Cl)cc1Cl | 9 | 10 | 0.0 | -0.6
CC(C(=O)O)N1C(=O)/C(=C/c2cccc(Br)c2)SC1=S (stereo not drawn) | 11 | 4 | 0.2 | -1.5
CCN1CCN(c2ncc(C(=O)NCc3ccc(F)cc3)c3ccccc23)CC1 | -8 | -6 | 0.1 | 2.4
CCN(CC)S(=O)(=O)c1ccc(F)c(C(=O)Nc2c(F)cc(F)cc2Br)c1 | 4 | -4 | 0.0 | 0.2
CCOC(=O)c1cc2c(=O)n3ccccc3nc2n(C2CCCC2)c1=N | 1 | -2 | 0.4 | -1.6
CC1CCC(NC(=O)Cc2ccc(Br)cc2)CC1 (stereo not drawn) | 4 | -32 | 0.1 | -1.3
CC(=O)Nc1ccccc1NC(=O)c1ccc2ccccc2c1 | 11 | -5 | 0.1 | -0.6
C/C(=N/Nc1nnc(Nc2ccc(Cl)c(Cl)c2)s1)c1ccco1 | 5 | -8 | 0.0 | 0.0
O=C1OC(OC(=O)c2ccccc2F)C(N2CCOCC2)=C1Cl (stereo not drawn) | 4 | 4 | 0.5 | -1.1
CCC(=O)Nc1ccc(C(=O)OCC(=O)c2ccc(Br)cc2)cc1 | 5 | 6 | 0.1 | -1.3
CC1(C)CC2CC(C)(CN2C(=O)COC(=O)c2cccc(I)c2)C1 (stereo not drawn) | -3 | 2 | -0.3 | -0.6
CC(=O)N1CCN(Cc2ccc3c(c2)CN(CCCC(F)(F)F)CCO3)CC1 | 7 | -3 | 0.2 | -1.3
Nc1ccc(-c2cnc3c(NCC(F)(F)F)nccn23)cc1 | -17 | 24 | -0.7 | 1.2
CCOc1ccc(/C(O)=C2/C(=O)C(=O)N(Cc3cccnc3)C2c2ccc(C(C)C)cc2)cc1C (stereo not drawn) | 23 | -3 | 0.2 | 0.6
COc1ccccc1CC(=O)Nc1ccccc1C(C)C | 10 | -2 | -0.2 | -0.2
CC(C)C(c1nnnn1Cc1cccs1)N1CCN(c2ccc([N+](=O)[O-])cc2)CC1 (stereo not drawn) | 6 | 4 | -0.2 | -0.3
CC(=O)/C=C/c1oc2ccc([N+](=O)[O-])cc2c1-c1ccc(C)o1 | -10 | -6 | -0.1 | -0.7
O=C(NC1(C(F)(F)F)N=C(c2ccccc2)NC1=O)c1ccc(F)cc1 (stereo not drawn) | -13 | 8 | 0.1 | -0.2
Cc1ccc(N2COc3cc4c(cc3C2)OCO4)cc1 | -3 | -3 | 0.0 | -0.3
COc1ccccc1S(=O)(=O)Nc1ccccc1C(C)=O | 2 | -10 | -0.1 | 0.0
CCCC12CN3CC(C)(CN(C1)C3c1ccc(O)c(O)c1)C2=O (stereo not drawn) | 0 | 1 | -0.1 | -1.6
C[C@H]1NC(=O)[C@H]2CN(S(=O)(=O)c3cccc4ccccc34)CCN2C1=O | 18 | 3 | 0.0 | 0.1
Cc1ccc2nc3c(cc(C(=O)NCC4CCCO4)c(=N)n3Cc3ccccc3)c(=O)n2c1 (stereo not drawn) | -8 | -7 | 0.3 | 1.5
Cc1ccc2c(c1)-c1c(ssc1=S)C(C)(C)N2C(=O)CSc1nccn1C | 1 | -6 | -0.6 | 0.1
CN(C)S(=O)(=O)N1CCC(Oc2cccc(C(=O)N3C[C@@H]4CCC[C@H]3C4)c2)CC1 | -6 | 11 | -0.1 | -0.4
O=C(C1CCN(S(=O)(=O)c2cccc3nonc23)CC1)N1CCCCCC1 | -2 | -6 | -0.1 | 0.2
Cc1cc(S(=O)(=O)O)ccc1N1N=C(C(=O)O)CC1=O | 71* | 2 | -2.4 | -0.1
O=C(Nc1ccc(Cl)cc1)C1CCCN1C(=O)NC1CCCCC1 (stereo not drawn) | 13 | 5 | 0.0 | -1.0
CC1=C(C(=O)OCC(C)C)C(c2ccc(Cl)cc2)NC(=O)N1 (stereo not drawn) | -3 | -2 | 0.0 | 0.5
COc1cc(-c2cn[nH]c2)ccc1C(=O)NCC(C)c1cccs1 (stereo not drawn) | 1 | -3 | 0.1 | 0.7
OC(c1cccs1)C1CCN(c2nc3nonc3nc2N2CCCC2)CC1 (stereo not drawn) | -3 | -1 | 0.0 | -1.3
CCOc1ccc([N+](=O)[O-])cc1N1Cc2ccccc2C1=N | 5 | -4 | -0.2 | 0.5
C/C(=N\NS(=O)(=O)c1ccc(C)cc1)c1ccc(NC(=O)c2ccccc2)cc1 | -10 | -42 | -0.1 | -1.4
COC(=O)C1=CN(Cc2ccc(OC)c(OC)c2)C=C(C(=O)OC)C1c1ccc(OC)cc1 | -22 | -13 | 0.2 | -1.0
O=C(CSc1nc2ccccc2c(=O)n1NC(=O)c1cccs1)NCc1ccccc1 | 13 | 2 | 0.1 | 1.3
Oc1ccccc1N=Cc1sc2ccccc2c1O | 10 | 1 | -1.2 | -1.1
